Lamin A splicing = qHTS Assay for Modulators of Lamin A Splicing; HeLa LMNA splicing GFP/RFP minigene ratio, 48 h; Potency, µM (top dose mostly 46.1 µM), without a hit: top-dose ratio change, negative = inhibition, usual class: inhibitors; 200,000 tested, 0.01% active; active = well fitted inhibition curve with a large enough effect in the signal ratio, with a control signal flat, not every such curve was filed as active; inconclusive = small, poorly fitted or top-dose-only effect, or effect the other way, or a change in a side signal; the % refers to the signal ratio; also: potency is read from the fitted curve at half-maximal effect; % is scaled to controls: 0 for no effect and ±100 for the full control effect
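S3 HeLa cells stably expressing lamin A-EGFP splicing minigene plus DsRed2, 600 cells/well, 48 h compound exposure at 37C. Laser-scanning cytometry; analysed as GFP (500-530 nm)/RFP (575-640 nm) total intensity ratio; 0.5% DMSO vehicle.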
SMN2 splice enh = qHTS Assay for Enhancers of SMN2 Splice Variant Expression; AID 1458, 2008; 210,000 tested, 2.8% active; Potency, µM (titrated, usually from 46.1 µM), for the others: at the top dose activity change, positive = activation, hits mostly activators; HEK293 SMN2-luciferase splicing reporter, luminescence, 30-36 h; also: potency is read from the fitted curve at half-maximal effect; % of control where 0% means no effect; nearly all actives have a fitted effect of over 55% in size
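HEK293 cells carry an SMN2 […]–luciferase reporter in which exon 7 inclusion puts luciferase in frame. Cells were plated 10-12 h before compound addition, then incubated 30-36 h at 37C. ONE-Glo luminescence was read; sodium butyrate at 4.5 mM final served as control.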
Luc counter = Counterscreen for Luciferase (Kinase-Glo TM) Inhibition. Potency, µM (titrated, usually from 38.3 µM), for the others: at the highest dose activity change, negative = inhibition, most hits filed as inhibitors. Kinase-Glo luciferase, ATP luminescence, 8 min. AID 1379, 2008. 200,000 tested, 0.28% active. Luciferin 4-monooxygenase (Photuris pensylvanica), Q27757; also: potency is read from the fitted curve at half-maximal effect; % is scaled to controls: 0 for no effect and ±100 for the full control effect; nearly all actives have a fitted effect of over 60% in size
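Luminescence was the read-out, taken after 8-minute incubation at ambient temperature. Luciferase turned over luciferin with 10 uM ATP in imidazole pH 7.2 buffer containing KCl, MgCl2, Tween 20 and BSA.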
HttQ103 aggreg = qHTS Multiplex Assay to Identify Dual Action Probes in a Cell Model of Huntington: Aggregate Formation (GFP) | PC12 HttQ103-GFP aggregates, Acumen cytometry, 40 h | Potency, µM (highest dose often 46.1 µM), for the others: top-dose activity change, negative = inhibition, usual class: inhibitors | 220,000 tested, 1.1% active | AID 1688, 2009; also: potency is read from the fitted curve at half-maximal effect; % is scaled to controls: 0 for no effect and ±100 for the full control effect; nearly all actives have a fitted effect of over 60% in size
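Aggregates are detected as GFP objects 1–25 µm with signal 6 STDEV over background in lysates of induced PC12 cells. These carry Huntingtin exon 1 with 103 glutamines fused to GFP under an ecdysone promoter; compounds titrated.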
CBFb RUNX1 block = qHTS Assay for Compounds Blocking the Interaction Between CBF-beta and RUNX1 for the Treatment of Acute Myeloid Leukemia; AlphaScreen CBFb-His/RUNX1-biotin binding, biochemical; 230,000 tested, under 10 active; Potency, µM (highest dose often 59.8 µM), inactives show at the top dose activity, negative = inhibition, hits mostly inhibitors; Runt-related transcription factor 1 (Homo sapiens) + Core-binding factor subunit beta …; AID 1477, 2009; also: % of control where 0% means no effect
Target sequence (Q01196 whole entry, looked up): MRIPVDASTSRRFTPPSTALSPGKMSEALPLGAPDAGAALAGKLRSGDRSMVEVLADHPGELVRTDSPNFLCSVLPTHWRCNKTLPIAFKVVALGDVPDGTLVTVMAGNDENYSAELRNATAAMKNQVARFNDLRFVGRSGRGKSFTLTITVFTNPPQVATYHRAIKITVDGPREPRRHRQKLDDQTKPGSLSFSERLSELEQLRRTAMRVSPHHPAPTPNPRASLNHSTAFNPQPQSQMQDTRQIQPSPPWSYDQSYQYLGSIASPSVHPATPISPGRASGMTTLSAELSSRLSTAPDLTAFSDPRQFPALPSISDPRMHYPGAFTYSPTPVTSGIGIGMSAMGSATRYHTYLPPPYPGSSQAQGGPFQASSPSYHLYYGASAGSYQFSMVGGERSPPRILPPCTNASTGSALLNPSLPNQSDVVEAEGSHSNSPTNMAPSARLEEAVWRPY
Target sequence (Q13951 whole entry, looked up): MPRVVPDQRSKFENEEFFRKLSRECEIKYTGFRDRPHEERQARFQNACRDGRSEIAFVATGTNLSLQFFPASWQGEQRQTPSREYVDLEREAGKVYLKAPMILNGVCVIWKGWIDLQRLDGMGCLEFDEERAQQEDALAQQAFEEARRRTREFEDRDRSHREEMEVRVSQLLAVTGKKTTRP
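Interaction loss through any mechanism counts as activity. Pre-formed complex of His-CBF-beta and biotin-RUNX1 (30 nM apiece) is incubated with compound 15 min, then with 50 ng nickel and 50 ng streptavidin beads for 90 min before AlphaScreen detection.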
IMPase Li cell = qHTS Assay for Identifying the Cell-Membrane Permeable IMPase Inhibitors: Potentiation with Lithium; CHO-M1 cells, IP1 TR-FRET (IP-One), carbachol + lithium; Potency, µM (titrated, usually from 59.4 µM), without a hit: top-dose activity, negative = IMPase inhibition, usual class: inhibitors; 210,000 tested, 0.35% active; AID 1457, 2008;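 also: IP1 builds up when IMPase is blocked and the TR-FRET signal falls; potency is read from the fitted curve at half-maximal effect; plate controls were basal vehicle for no effect and high inhibitor control for full effect; nearly all actives have a fitted effect of over 50% in size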
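Lithium-sensitised IP1 accumulation assay; M1-expressing CHO cells treated 30 min at 37C with compound. Competitive antibody detection by time-resolved FRET followed a 10 min room-temperature lysis step.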
HTT cytoprotect = qHTS Multiplex Assay to Identify Dual Action Probes in a Cell Model of Huntington: Cytoprotection (ATP) | PC12 HTT-Q103 induced, cytoprotection, ATP luminescence, 40 h | Potency, µM (series often up to 56.4 µM), inactives show cytoprotection (ATP increase), hits mostly activators | 230,000 tested, 0.14% active;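 also: potency is read from the fitted curve at half-maximal effect; % of control where 0% means no effect; nearly all actives have a fitted effect of over 45% in size; toxic huntingtin expression switched on by the ecdysone agonist tebufenozide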
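Stable PC12 Q103-GFP cells in serum-supplemented, phenol red-free DMEM; induction by tebufenozide at 100 nM final; compound dose series; cell viability quantified luminescently from ATP.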
* hit, by the source's call; ? = inconclusive; . = not tested or not shown; [ ] = another dose, or the depositor's remark. Unless noted, calls follow the shape of the dose curve; as a rule, active = well fitted curve in the direction sought with a large enough effect; inconclusive = small, poorly fitted or top-dose-only effect, or another doubt; inactive = no such curve, though single readings can be large; an effect the other way counts as inactive or inconclusive. Compounds as they come; overall some 4% were active at least once.

smiles	Lamin A splicing	SMN2 splice enh	Luc counter	HttQ103 aggreg	CBFb RUNX1 block	IMPase Li cell	HTT cytoprotect
COc1ccccc1N1CCN(C(=O)C2CCN(S(=O)(=O)c3ccc(Cl)cc3)CC2)CC1	-10%	-12%	-3%	-32%	-5%	16%[38.3 µM]	-31%
CCC(=O)Nc1nc2ccccc2n1Cc1ccccc1Cl	.	.	.	-8%[9.22 µM]	-3%	.	-6%[10 µM]
O=C(NCc1ccc(Cl)cc1)C1CCCO1 (stereo not given)	0%[46 µM]	6%	4%	10%	6%	6%	-30%
COc1ccc2[nH]c(CN3CCN(C(C)C)C(CCO)C3)c(C)c2c1 (stereo not given)	-11%[46 µM]	.	-4%	7%[9.22 µM]	4%	1%	7%[10 µM]
Cc1nn(-c2ccc(F)cc2)c2sc(C(=O)N3CCCCCC3)cc12	?	?	-1%	?	7%	40%[activator][38.3 µM]	6%
CCCC(=O)c1ccc(N2CCCC2)c(F)c1	-10%	20%	0%	0%	1%	1%	0%[10 µM]
C=CCSc1nc(N2CCOCC2)c2c(c1C#N)CC(C)(C)N(C)C2	.	.	.	-9%[9.22 µM]	0%	.	-8%[10 µM]
Cc1cc(Nc2ccc(F)cc2)n2nc(C)nc2n1	-4%	-24%	18%	-3%	4%	-12%[38.3 µM]	3%
CCCCc1nc2c(c3c1C[C@H](C)OC3)CN(C(=O)COC)CC2	?	10%[9.22 µM]	-5%[7.66 µM]	.	-3%[13.1 µM]	9%	-8%[10 µM]
Nc1nc2c(nc(SCc3ccccc3Br)n2C2OC(CO)C(O)C2O)c(=O)[nH]1 (stereo not given)	13%[46 µM]	-16%	0%	12%	-5%	-13%	-17%
COc1ccc(NC(=O)C(=O)N/N=C/c2cccnc2)cc1	.	.	.	-2%[9.22 µM]	14%	.	-17%[10 µM]
O=C(O)c1ccccc1NCc1ccncc1	12%	-9%	11%	-1%	1%	-1%[38.3 µM]	1%
Nc1ncnc2c([C@@H]3O[C@@H](CO)[C@H](O)[C@@H]3O)nsc12	.	-29%[9.22 µM]	-3%[7.66 µM]	.	.	6%	-52%[inhibitor][10 µM]
Cc1cccc(NCCC(=O)c2ccc([N+](=O)[O-])cc2)c1C	.	16%	-2%	5%[9.22 µM]	6%	6%	-49%[inhibitor]
CCC(Sc1nc(N)c(NC(=O)c2ccc(OC)cc2)c(=O)[nH]1)C(=O)O (stereo not given)	?	12%	-1%	0%	3%	0%	-28%
CC(=O)Nc1ccc(N=Cc2nc(-c3ccc(C)cc3)oc2O)cc1	6%	-9%	-1%	20%	8%	2%[38.3 µM]	5%[10 µM]
COc1ccc2oc(=O)c(C(=O)Nc3cccc(C)c3)cc2c1	19%[46 µM]	.	-1%	-1%[9.22 µM]	0%	2%	11%[10 µM]
O=c1c2cccnc2n(-c2ccccc2)n1Cc1c(Cl)cccc1Cl	-8%[46 µM]	-8%	-1%	-8%	6%	-2%	37%[10 µM]
Cc1cc(C)n(CCCNCC(O)c2ccccc2)n1 (stereo not given)	11%	4%	0%	2%	-1%	-15%[38.3 µM]	-16%
OCCC1CN(Cc2cccn2-c2nccs2)CCN1C1CCCCC1 (stereo not given)	.	.	.	-6%[9.22 µM]	16%	19%	1%[10 µM]
CC1=C(C#N)c2nc(N)c(C#N)c(C)c2/C1=C\c1ccc(-c2ccccc2C(=O)O)o1	-29%[46 µM]	5%	-8%	4%	?	7%	-29%
COc1ccc(/C=N/NC(=O)CCNc2n[nH]c(=O)[nH]c2=O)c(OC)c1	.	-14%	-3%	-32%	21%	-4%	-22%
CCOC(=O)c1cc2c(ccn2C)n1CC(=O)N1C(C)CCCC1C (stereo not given)	2%[46 µM]	.	1%	5%[9.22 µM]	?	5%	3%[10 µM]
COc1ccc2[nH]c(C(=O)O)c(NS(=O)(=O)c3ccc(Cl)s3)c2c1	-2%	-20%	-4%	-16%	7%	-13%[38.3 µM]	-11%
c1cncc(-c2csc(NCc3ccco3)n2)c1	2%	21%	-9%	-16%	-3%	16%[38.3 µM]	-10%
COc1ccc(/C=N/Nc2ccc(C(=O)O)cc2)cc1OC	.	.	.	-4%[9.22 µM]	5%	.	10%[10 µM]
CN1/C(=C\C=N\O)C(C)(C)c2ccccc21	19%[46 µM]	-2%	4%	13%	0%	-15%	-20%
CCOP(=O)(OCC)c1nc(-c2ccccc2)oc1NCc1ccccc1	-8%	-8%	-3%	-28%	-3%	1%	-8%[10 µM]
CCOC(=O)N1CCN(C(=O)C2CCN(S(=O)(=O)c3cc(C)ccc3OC)CC2)CC1	1%[46 µM]	4%	1%	13%	3%	8%	.
O=c1c(-c2ccnn2-c2cccc(Cl)c2)cnc2n1CCS2	3%	-3%	-3%	-6%	2%	24%[38.3 µM]	-6%

Additional structures follow.
smiles	Lamin A splicing	SMN2 splice enh	Luc counter	HttQ103 aggreg	CBFb RUNX1 block	IMPase Li cell	HTT cytoprotect
Cc1ccc(C(=O)NNC(=O)C2CCN(c3nc(C)cc(C)n3)CC2)cc1	-6%[0.0737 µM]	5%	-3%	15%	1%	-3%[38.3 µM]	5%
C=CCOC(=O)C(C#N)c1nc2ccccc2nc1N1CCCC1 (stereo not given)	2%	1%	1%	9%	?	35%[activator][38.3 µM]	4%
COc1cccc([C@@H]2Oc3ccc(OC)cc3C[C@H]2O)c1	.	17%	2%	.	-9%	10%	4%
N#C/C(=C\c1ccc2c(c1)OCO2)C(N)=S	.	.	.	4%[9.22 µM]	-8%	.	7%[10 µM]
CCN(CC)S(=O)(=O)c1cc(-c2nnc(-c3ccc(Br)cc3)o2)ccc1Br	?	-62%[inhibitor]	1%	8%	14%	18%	18%[1.9 µM]
COc1ccc(CCNC(=O)Cn2c(=O)[nH]c3ccsc3c2=O)cc1OC	13%[46 µM]	-2%	-2%	-5%	11%	5%	13%[10 µM]
C=CCNC(=O)NC(=O)COC(=O)c1nc2nccc(C)n2n1	-9%[46 µM]	-4%	5%	8%	9%	-2%	-5%[10 µM]
Cc1ccc(OCC(=O)O/N=C(\N)c2cccnc2)cc1	.	.	-1%	5%	-5%	0%	-25%
O=C(NC(NC(=S)Nc1cccc(Cl)c1)C(Cl)(Cl)Cl)OCc1ccccc1 (stereo not given)	?	-21%	0%	?	0%	-5%[38.3 µM]	-62%[inhibitor]
CCc1ccc(NC(=O)COc2ccc(F)cc2C(=O)c2cnn(-c3ccccc3)c2)cc1	?	.	.	?	6%	.	19%[10 µM]
O=C(Nc1nc2ccsc2c(=O)s1)c1ccc(F)cc1Cl	.	.	.	-5%[9.22 µM]	3%	.	-13%[10 µM]
COc1ccccc1-n1c(SCC(N)=O)nc2c(c1=O)SCC2	-1%	7%	3%	5%	7%	13%[38.3 µM]	-2%
O=C(COC(=O)c1cccs1)NCCC1=CCCCC1	-6%	?	-6%	-2%	0%	-2%	-9%[10 µM]
CC(=O)c1ccc(OCCCC(=O)Nc2cc(S(=O)(=O)N(C)C)ccc2C)cc1	?	-9%[1.84 µM]	1%	14%	-6%	5%	13%[10 µM]
Cn1c(=O)c2c(nc(SCC(=O)NCC3CCCO3)n2C)n(C)c1=O (stereo not given)	4%	.	-2%	-25%	3%	28%[38.3 µM]	5%
CCN(CC(=O)Nc1ccccc1-c1ccccc1)Cc1nc2ccccc2c(=O)[nH]1	.	11%	1%	-19%	1%	3%	.
Cn1ccnc1C(O)(c1nnc(-c2ccccc2)o1)C(F)(F)F (stereo not given)	0%	-1%	-2%	-9%	-2%	0%[38.3 µM]	-22%[10 µM]
CC(=O)OC(C(=O)NC1CCCCC1)c1ccccc1Cl (stereo not given)	.	.	-9%	-8%[9.22 µM]	-2%	-10%	-12%[10 µM]
CN1CCN(Cc2ccc(-c3ccc(Cl)cc3)o2)CC1	0%	?	-4%	-1%	-2%	23%[38.3 µM]	4%
Cc1cc(C)c(NC(=O)C2CSCCS2)c(C)c1 (stereo not given)	-15%	12%	2%	8%	11%	-2%	4%[10 µM]
CN1CCN(c2ccc(CNC(=O)c3ccco3)cc2)CC1	14%[46 µM]	.	.	-2%[9.22 µM]	-1%	.	10%[10 µM]
Cc1ccc(N/N=C(\C#N)C(N)=S)cc1C	?	-2%	-4%	?	-8%	8%	6%[10 µM]
COc1ccc(C(=O)NCC(=O)N/N=C/C(C)=C/c2ccccc2)cc1OC	3%	-1%	-5%	-2%	10%	3%	.
O=C(NNc1c(Cl)cccc1Cl)c1cccs1	.	.	.	1%[9.22 µM]	5%	.	4%[10 µM]
NS(=O)(=O)c1ccc(CNC(=O)c2ccccn2)cc1	.	.	.	-6%[9.22 µM]	-24%	.	-5%[10 µM]
O=C(C1CCCN(c2nnc(-n3cccc3)s2)C1)N1CCN(c2ccccc2)CC1 (stereo not given)	-8%	-64%[inhibitor]	3%	?	6%	4%[38.3 µM]	4%
COc1ccc(Cn2cnc([N+](=O)[O-])c2)cc1[N+](=O)[O-]	.	.	.	-13%[9.22 µM]	3%	.	-3%[10 µM]
N=c1n(CC(=O)c2cccc([N+](=O)[O-])c2)c2ccccc2n1Cc1ccccc1	.	-45%[inhibitor]	0%	-7%	-10%	10%	-34%[inhibitor]
N#CCCN1CCN(S(=O)(=O)c2cc(Cl)ccc2Cl)CC1	2%[46 µM]	-6%	2%	7%	-9%	4%	-14%
CC1=CN2C(=N)/C(=C/c3ccco3)C(=O)N=C2S1	?	3.5µM*	-23%	5%	-5%	5%	.
Cc1noc(C)c1C(=O)N1CCN(c2ncccn2)CC1	5%	-7%	-1%	2%	7%	21%[38.3 µM]	15%[10 µM]
CCOc1ccccc1NC(=S)N(CCCN1CCOCC1)Cc1cn(C)c2ccccc12	?	-4%[1.84 µM]	-3%	?	3%	10%	-14%[10 µM]

From PubChem BioAssay
